N370S GC mod: qHTS Assay for Inhibitors and Activators of N370S glucocerebrosidase as a Potential Chaperone Treatment of Gaucher Disease | Potency, µM (titrated, usually from 59.4 µM), without a hit: at the highest dose activity change, negative = inhibition, actives largely listed as inhibitors | Lysosomal acid glucosylceramidase (Homo sapiens), P04062 | 330,000 tested, 0.092% active | N370S GC spleen homogenate, 4MU-glucoside fluorescence | AID 2101, 2009;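 note: 0% = full enzyme activity and -100% = no enzyme basal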
FEN1 inh: qHTS Assay for the Inhibitors of Human Flap endonuclease 1 (FEN1) | Recombinant FEN1 flap cleavage, fluorescence, 15 min | Potency, µM (highest dose often 114 µM), inactives show at the top dose activity change, negative = inhibition, actives largely listed as inhibitors | 390,000 tested, 0.35% active | AID 588795, 2011; note: nearly all actives have a fitted effect of over 65% in size
Target sequence (P39748 whole entry, looked up): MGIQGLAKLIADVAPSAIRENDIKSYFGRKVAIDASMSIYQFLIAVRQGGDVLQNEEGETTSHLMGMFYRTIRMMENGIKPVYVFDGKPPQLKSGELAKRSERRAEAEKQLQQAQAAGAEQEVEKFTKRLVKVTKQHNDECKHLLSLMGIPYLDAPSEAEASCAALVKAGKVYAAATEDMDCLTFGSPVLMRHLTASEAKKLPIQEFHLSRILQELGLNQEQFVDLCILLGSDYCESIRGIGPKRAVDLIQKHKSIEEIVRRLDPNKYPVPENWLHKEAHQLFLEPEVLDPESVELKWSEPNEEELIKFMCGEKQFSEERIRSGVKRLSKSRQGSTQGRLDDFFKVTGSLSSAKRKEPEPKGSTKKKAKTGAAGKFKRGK
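Quantitative HTS format: each compound was titrated, incubated with 10 nM nuclease for 15 min at room temperature, then challenged with flap substrate at 50 nM final. Signal change over 15 min gave concentration–effect curves.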
TDP1 cell CPT: qHTS for Inhibitors of human tyrosyl-DNA phosphodiesterase 1 (TDP1): qHTS in cells in presence of CPT | chicken DT40 Tdp1-/-;hTDP1 cells + 20 nM CPT, ATP luminescence, 48 h | Potency, µM (doses to about 46.2 µM), for inactives: at the highest dose activity change, negative = growth inhibition, usual class: inhibitors | 420,000 tested, 12% active | AID 686979, 2013; note: nearly all actives have a fitted effect of over 55% in size
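Chicken DT40 Tdp1-/- cells complemented with human TDP1, 400 cells/well, exposed to compounds plus 20 nM camptothecin for at least 48 h at 37 C; viability read as ATP content by CellTiter-Glo luminescence.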
Starred values were filed as active, the others as inactive; ? = inconclusive; . = not tested or not shown; & = joins results of further samples. Calls come from the whole dose curve; as a rule, active = well fitted curve in the direction sought with a large enough effect; inconclusive = small, poorly fitted or top-dose-only effect, or another doubt; inactive = no such curve, though single readings can be large; an effect the other way counts as inactive or inconclusive. Unless noted, % is set by controls: 0 for no effect and ±100 for the full control effect; potency is the fitted concentration of half-maximal effect. This is a subset. The share of hits here may be higher or lower than overall.

smiles	FEN1 inh	TDP1 cell CPT	N370S GC mod
CC(=O)Nc1ccc(S(=O)(=O)N(CCc2ccccc2)CC(=O)N/N=C/c2ccc(C(=O)O)cc2)cc1	-4%	3%	?
COc1ccccc1N1CC(C)C(=O)NC1=S (stereo unspecified)	-1%	13%	4%
Cc1ccc(C)c(NC(=O)C(=O)NCCc2csc(-c3cccc(F)c3)n2)c1	-1%	?	.
CCOC(=O)c1sc(NC(=O)CSc2nccn2C)nc1C	-1%	-24%	-6%
CCN(CC)CCN(C(=O)c1cc2ccccc2cc1OC)c1nc2ccc(OC)cc2s1	-25%	?	-14%
O=C(COC(=O)/C=C/c1ccc([N+](=O)[O-])cc1)Nc1ccc2[nH]c(=O)[nH]c2c1	-19%	-15%	-7%
Cc1nnc(SCC(=O)N2CCN(c3ccccc3)CC2)n1-c1ccccc1	2%	4%	-3%
COC(=O)c1ccc(NC(=S)NCCc2ccc(OC)cc2)cc1	18%	?	8%
NC(=O)CSc1nnc(NC(=O)c2ccc3ccccc3c2)s1	-4%	-12%	-11%
Cc1c(NC(=O)Nc2ccc3c(c2)OCO3)c(=O)n(-c2ccccc2)n1C	-1%	3%	16%
COc1ccc(C)cc1N(C(=O)COc1ccccc1)c1nc2ccccc2s1	-15%	?	5%
O=S(=O)(CCc1nc2ccccc2s1)c1ccc(Cl)cc1	-15%	-18%	12%
CCC1CCCCN1CCCNC(=O)c1csc2c1CCCCC2 (stereo unspecified)	20%	?	3%
COc1ccc(OC)c(NC(=O)C2CCCN(S(=O)(=O)c3cccc4nonc34)C2)c1 (stereo unspecified)	5%	-9%	4%
CSc1cccc(CN2CCC(CO)(Cc3ccccc3)CC2)c1	-2%	-5%	3%

(more compounds)
smiles	FEN1 inh	TDP1 cell CPT	N370S GC mod
O=C(O)CCCCCCCCCC(=O)c1cccs1	-1%	-2%	4%
O=C(Nc1ccc([N+](=O)[O-])cc1)NN1CCCCCC1	-3%	23µM*	.
Cc1cc(Oc2ccc(-c3ccccc3)cc2)nc(N2CCOCC2)n1	-18%	?	-25%
CCn1c(SCC(=O)NC2CC2)nnc1-c1ccc(F)cc1	-2%	0%	-1%
Cc1ccnc(NC(c2ccsc2)c2ccc3ccc(C)nc3c2O)c1 (stereo unspecified)	-20%	23%	6%
COc1ncc2ncc(=O)n(Cc3cccs3)c2n1	.	-5%	7%
Cc1nc2nc(SCC(=O)NCCN3CCOCC3)nn2c(C)c1Cc1ccccc1	2%	4%	0%
CCn1c(=O)n(CC)c2cc(NC(=O)c3ccccc3Cl)ccc21	18%	10%	2%
Cc1ccc(CSC2=NS(=O)(=O)c3ccccc32)cc1	-18%	8.9µM*	.
Cc1ccc(C#N)c(SCCN2CCCCC2)n1	-2%	11%	-1%
O=C1ON=C(c2ccccc2)/C1=C/c1ccco1	?	?	-4%
Cc1ccc(-c2csc3ncnc(SCC(=O)O)c23)cc1	-5%	1%	-2%
CCCc1ccc(-c2cc(C(=O)N/N=C/c3ccc([N+](=O)[O-])o3)c3ccccc3n2)cc1	-7%	16µM*	8%
Cc1nc2sccn2c(=O)c1S(=O)(=O)NCc1ccc(F)cc1	0%	2%	.
Nn1c(C2CCC2)nc2ccccc2c1=O	-6%	4%	4%

Next section
smiles	FEN1 inh	TDP1 cell CPT	N370S GC mod
COc1ccccc1NC(=O)/C(=C\c1cccnc1)NC(=O)c1ccc(C)cc1	-6%	-7%	-6%
CC(C)(C)NS(=O)(=O)c1ccc(NC(=O)CS(=O)(=O)Cc2ccccc2)cc1	-15%	?	-5%
COc1ccc(C2CC(=O)C3=C(C2)Nc2ncnn2C3c2ccccc2C)c(OC)c1 (stereo unspecified)	-6%	?	17%
COc1cc(Br)c(CN2CCCN(C)CC2)cc1OC	-4%	8%	-1%
NC1=NC(c2ccc(F)cc2)n2c(nc3ccccc32)N1 (stereo unspecified)	8%	-21%	-11%
COc1ccc2c(c1)c(CC(=O)Nc1cccc(S(N)(=O)=O)c1)c(C)n2C(=O)c1ccc(Cl)cc1	-26%	?	18%
C[C@H](CO)N1C[C@H](C)[C@@H](CN(C)S(=O)(=O)c2cccs2)Oc2c(NC(=O)NC3CCCCC3)cccc2C1=O	-4%	?	.
COc1cc(S(=O)(=O)Nc2cccc(C(=O)O)c2)c(OC)cc1Cl	-1%	-10%	17%
Cn1cnc2cc(NCc3cccs3)ccc21	6%	0%	5%
CCN(c1ccccc1)S(=O)(=O)c1ccc(Cl)c(NC(=O)Nc2ccc(Cl)cc2C#N)c1	-5%	16µM*	-12%
COCC(=O)N1CCC2(CC1)CCN(c1ccc(-c3ccccc3)cc1)CC2	.	?	-9%
CC(=O)N=C1SC2CS(=O)(=O)CC2N1c1ccccc1Cl (stereo unspecified)	0%	-3%	4%
Cc1cc(C)c(NC(=O)CN(C)S(=O)(=O)c2ccc3c(c2)c(=O)n(C)c(=O)n3C)c(C)c1	-8%	-18%	.
CCCS(=O)(=O)N1CCCC(c2nc(-c3ccc(OC)cc3)no2)C1 (stereo unspecified)	-15%	-27%	.
O=C(NCCN1CCc2ccccc2C1)Nc1ccc(F)cc1	-13%	-25%	-3%

(next part)
smiles	FEN1 inh	TDP1 cell CPT	N370S GC mod
CCc1nnc(NC(=O)C2Cc3ccccc3CN2S(=O)(=O)CC)s1 (stereo unspecified)	-9%	-4%	-3%
O=C(O)c1cccc(-c2ccc(/C=c3/sc4nc5ccccc5n4c3=O)o2)c1	13µM*	-24%	3%
O=C(Cn1ccc2cc(S(=O)(=O)N3CCCC3)ccc21)NCc1ccco1	16%	0%	2%
Fc1ccccc1COc1ccc(-c2nnn(Cc3ccccc3F)n2)cc1	7%	?	?
Cc1ccnc(NC(=O)c2ccccc2NC(=O)c2ccc(Cl)cc2Cl)c1	10%	3.7µM*	3%
CCOC(=O)c1c(NC(=O)COc2ccc(Cl)cc2C)sc2c1CCCCC2	1%	0%	.
CC(C)c1ccc(NC(=S)NNC(=O)c2cccs2)cc1	-3%	7%	-11%
CCS(=O)(=O)N1CCC(C(=O)NCc2ccc(F)cc2Cl)CC1	-6%	-3%	5%
CCN(CC)S(=O)(=O)c1cc(NC(=O)COC(=O)c2ccc(NC(=O)CC#N)cc2)ccc1C	11%	-1%	6%
O=C(C1CC(c2ccccc2O)=NO1)N1CCCC1 (stereo unspecified)	-10%	1%	-6%
CC12C=CC3(O1)C(C(=O)N1CCCOC13)C2C(=O)O (stereo unspecified)	0%	6%	3%
Cc1ccc(C(=O)NN(CCC(=O)NC(C)(C)C)C2=NS(=O)(=O)c3ccccc32)cc1	7%	-8%	-3%
O=C(CCS(=O)(=O)c1ccccc1)Nc1ccccc1F	14%	-5%	2%
O=C(C1CCC(CNS(=O)(=O)c2ccc(Br)s2)CC1)N1CCN(c2ccccc2)CC1 (stereo unspecified)	0%	4.6µM*	.
CCCOC(=O)Cn1cnc2scc(-c3ccc(C)cc3)c2c1=O	13%	-1%	-1%

The list goes on.
smiles	FEN1 inh	TDP1 cell CPT	N370S GC mod
COc1cc(NC(=O)C2CCN(S(=O)(=O)Cc3ccccc3)CC2)c(OC)cc1Cl	-5%	1%	.
COc1ccc(S(=O)(=O)N2CCC(N3CCN(Cc4ccccc4)C(=O)C3=O)CC2)cc1	-3%	-20%	.
CC(C)n1c(N2CCN(C(=O)NCc3ccccc3)CC2)nc2ccccc21	0%	?	-4%
COC(=O)c1cc(NC(=O)c2ccc(C)cc2)c(=O)oc1C	14%	27%	-3%
Cc1ccc2nsnc2c1S(=O)(=O)NCc1ccc2c(c1)OCO2	-15%	-3%	2%
Cn1c(N)c(C(=O)COC(=O)c2cc(C3CC3)nc3ccccc23)c(=O)n(C)c1=O	-18%	13µM*	10%&0%
COc1ccc(OC(C)C(=O)Nc2cccc(OC)c2)cc1 (stereo unspecified)	16%	-20%	2%
COc1cc2c(cc1OC)/C(=C/C(=O)c1ccccc1F)NCC2	-22%	1%	-6%
Cc1ccc(NC(=O)c2cc(-c3ccc4c(c3)OCO4)on2)cc1C	15%	?	0%
O=C(CCCCl)OCc1cn(-c2ccc(Cl)cc2)nn1	5%	12%	2%
O=C(COC(=O)c1cc(Cl)ccc1[N+](=O)[O-])NC1CC1	-2%	2%	.
CCn1cc(CN2CCN(CC(C)(C)C)C(CCO)C2)c2ccccc21 (stereo unspecified)	-10%	?	-6%
Cc1c(C(=O)N2CCc3ccccc32)oc2ccccc12	-3%	-12%	12%
COc1ccc(C(CNC(=O)c2ccc(Br)o2)N2CCN(C)CC2)cc1 (stereo unspecified)	3%	-15%	-1%
CCc1ccc(C(C)NC(=S)NCc2ccc(F)cc2)cc1 (stereo unspecified)	-25%	?	-9%

Continued.
smiles	FEN1 inh	TDP1 cell CPT	N370S GC mod
Cc1cc(-c2ccc3c(c2)COc2c4ccccc4nn2-3)on1	-20%	?	.
Cc1ccc(-c2nc3ccsc3c(=O)o2)cc1	-11%	-15%	8%
O=c1cc(-c2ccc(F)cc2)nc(SCc2nc(-c3cccc(C(F)(F)F)c3)no2)[nH]1	10%	-15%	.
CCOC(=O)N1CCN(C(=O)c2ccccc2-c2ccccc2)CC1	12%	3.7µM*	1%
Cc1nc2[nH]onc2c2nccc(=O)c12	1%	-19%	-2%
CC(=NC1CCCC1)c1c(C)[nH]n(-c2nc3ccccc3s2)c1=O	-15%	?	-25%
CCCn1c(CCC(=O)Nc2cc(OC)cc(OC)c2)nc2cccnc21	2%	?	.
CCOC(=O)CSc1nnc(-c2ccccc2OC)o1	-3%	0%	0%
CCOC(=O)c1cnc2ccc(OC)cc2c1NCCN1CCOCC1	-17%	-29%	-5%
O=C(CCc1c[nH]c2ccccc12)N=Nc1c(O)[nH]c2ccccc12	2%	-7%	-3%
O=C(CSC(=S)N1CCCCC1)Nc1ncc2c(n1)CC(c1ccco1)CC2=O (stereo unspecified)	11%	19%	-4%
COCCCNC(=O)C1CC(=O)N(CCc2ccccc2)C1 (stereo unspecified)	-17%	-4%	3%
Cc1cccc(S(=O)(=O)NCCC(=O)OCC(=O)Nc2ccc(C#N)cc2)c1	10%	-7%	6%
O=C(Nc1ccccc1N1CCCC1)c1ccc(Cl)c(S(=O)(=O)N2CCOCC2)c1	-3%	-26%	-2%
Cc1ccnc(SCc2cn3c(C)cc(C)nc3n2)n1	20%	-6%	3%

More entries follow:
smiles	FEN1 inh	TDP1 cell CPT	N370S GC mod
COC(=O)c1ccccc1S(=O)(=O)N1CCC(NC(=O)C(Cc2cccc(OC)c2OC)NC(C)=O)CC1 (stereo unspecified)	-6%	1%	-25%
Cc1ccc(/C=N/NC(=O)C2COc3ccccc3O2)s1 (stereo unspecified)	1%	1.2µM*	0%
Cc1cccc(C(=O)NCC(c2ccc(F)cc2)N2CCOCC2)c1 (stereo unspecified)	1%	1%	-9%
COc1cc(OC)c(OC)cc1/C=C1\CCC/C(=C\c2cc(OC)c(OC)cc2OC)C1=O	-21%	?	-10%
Cc1ccc(OCC(=O)N2CCOCC2)cc1C	1%	9%	2%
CC1=C(c2ccc(C)c(C)c2)S(=O)(=O)N(Cc2ccc(C(=O)NCc3ccc(C)cc3)cc2)C1=O	-3%	?	.
CCc1ccc2[nH]c(C(=O)Nc3ccc(F)cc3Br)cc2c1	-6%	5%	-3%
OCC1OC(Oc2cccc3ccccc23)C(O)C(O)C1O (stereo unspecified)	1%	-11%	-2%
O=C1c2cccc3cccc(c23)N1Cc1cccc(F)c1	-3%	4%	?
COc1ccc(C2c3[nH]c4ccccc4c3CCN2CCCn2cccn2)c(F)c1 (stereo unspecified)	-4%	?	1%
CCc1ccc(-c2ccc3nnc(SCC(=O)NCC4CCCO4)n3n2)cc1 (stereo unspecified)	-3%	?	-1%

Some of the entries so far, with values under each structure:
Second line of a record: FEN1 inh | TDP1 cell CPT | N370S GC mod
Cc1ccc(C#N)c(SCCN2CCCCC2)n1
    -2% | 11% | -1%
O=C1ON=C(c2ccccc2)/C1=C/c1ccco1
    ? | ? | -4%

Compound profiles (already shown). Order of values: FEN1 inh | TDP1 cell CPT | N370S GC mod
Listed for COc1cc(S(=O)(=O)Nc2cccc(C(=O)O)c2)c(OC)cc1Cl = -1% | -10% | 17%
Listed for CCOC(=O)CSc1nnc(-c2ccccc2OC)o1 = -3% | 0% | 0%
Listed for Cc1cccc(S(=O)(=O)NCCC(=O)OCC(=O)Nc2ccc(C#N)cc2)c1 = 10% | -7% | 6%
Listed for CCCn1c(CCC(=O)Nc2cc(OC)cc(OC)c2)nc2cccnc21 = 2% | ? | .
Listed for CCCS(=O)(=O)N1CCCC(c2nc(-c3ccc(OC)cc3)no2)C1 (stereo unspecified) = -15% | -27% | .

Compound activity from PubChem BioAssay.
